# KDM5B inh – KDM5B demethylase inhibition; KDM5B demethylase, FDH-coupled NADH fluorescence (FDH is formaldehyde dehydrogenase); Potency, µM (top dose mostly 57.7 µM), without a hit: at the highest dose activity change, negative = inhibition, most hits filed as inhibitors; 220,000 tested, 2.6% active; AID 1347165; active means well fitted inhibition curve with a large enough effect; inconclusive means small, poorly fitted or top-dose-only effect; inactive means no such curve, though single readings can be large or run the other way; further: 0% is about no effect; nearly all actives have a fitted effect of over 70% in size
#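 Here, H3K4me3 peptide (12.5 µM in substrate mix) is demethylated by KDM5BΔAP, 200 nM final, after 10 min compound exposure. Formaldehyde product is coupled through FDH (0.25 U/mL in mix) to NADH fluorescence; 30-min ΔRFU feeds dose-response curves.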
# * marks the source's active call; other numbers are inactive results; i = inactive; ? = inconclusive; [ ] = another dose, or the depositor's remark. Potency means the concentration at half of the fitted maximal effect. Only part of the results is shown, so the mix of outcomes need not match the whole.
SMILES,KDM5B inh
O=C(c1ccccc1Br)N(Cc1ccc2[nH]ccc2c1)C1CC1,7%
COc1ccc(NC(=O)c2cccc(N3CCCS3(=O)=O)c2)cc1OC,-18%
Cc1cccc(CC2S/C(=N/c3cccc(C)n3)NC2=O)c1 (stereo not given),-1%
CCc1ccc(NC(=O)CN2C(=O)CCSc3ccccc32)cc1,4%
CC1=C(C(=O)Nc2cc(C)on2)C(c2c(Cl)cccc2Cl)NC(=O)N1C (stereo not given),10%
CC(=O)c1cccc(OCc2cc(C(=O)NC(C)Cc3cccnc3)no2)c1 (stereo not given),-5%
O=C(NCCCN1CCCC1=O)c1cn(-c2ccccc2)nc1-c1ccccc1,-3%
CCC(=O)Nc1ccc(-c2nc3cc(Cl)ccc3o2)cc1,?
O=C(NC1CC1)c1cc2cccnn2n1,32µM*
COCCNC(=O)[C@@H]1C[C@H](Oc2cccnc2)CN1C(=O)c1ccccn1,-15%
CCCCn1nc(C(=O)Nc2nc(-c3cccs3)cs2)c2ccccc2c1=O,12%
C=CCNC(=O)NC(=O)CN(CC1CCOC1)C1CC1 (stereo not given),14%
CC/C(=N/NC(=O)c1ccc2c(c1)OCO2)c1ccccc1O,?
CCCCc1ccc(NC(=O)COc2ncnc3ccccc23)cc1,16%
Cc1cc(C)cc(OCCCn2c(CCNC(=O)C3CCCCC3)nc3ccccc32)c1,15%
COc1ccc(NC(=O)NCc2nc(-c3ccc(OC)cc3)oc2C)cc1,-6%
CCC(Cn1nnc2ccccc2c1=O)NC(=O)Nc1ccc2c(c1)OCCO2 (stereo not given),12%
Cc1ccc(Nc2nc(CN3CCN(S(=O)(=O)c4ccc(F)c(F)c4)CC3)cs2)cc1,?
COc1ccc(N(Cc2cc3cccc(C)c3[nH]c2=O)C(=O)c2cccc(Cl)c2)cc1,?
COc1ccc(C(=O)N2CCCC(c3nn(-c4ccc(OC)cc4)c(=O)[nH]3)C2)cc1 (stereo not given),-20%
O=C(Nc1ccc(Cl)cc1)c1nc2c(o1)CCN(Cc1ccc(F)cc1F)CC2,28µM*
COc1cc(C)c(C)cc1S(=O)(=O)NCC(C)O (stereo not given),11%
COc1cccc(-c2nnnn2[C@H]2CO[C@H]3[C@@H]2OC[C@@H]3NC(=O)Nc2ccc(Oc3ccccc3)cc2)c1,1%
CCOc1cc(C(=O)NC(CC(=O)OC)c2cccs2)ccc1OC (stereo not given),17%
N#CC(=C=[N-])c1nc2ccccc2nc1-[n+]1cccc(NC(=O)c2ccc(F)cc2)c1,-10%
CC(NC(=O)c1cccs1)C(=O)NCc1cccnc1 (stereo not given),14%
O=C(C1CC1)N1CCN(Cc2ccccc2)CC(O)C1 (stereo not given),?
COc1ccc(CNC(=O)CCn2nc(C)c3c(C)n(-c4ccccc4)nc3c2=O)cc1OC,3%
Cc1ccc2cccc(OCc3nnc(SCC(=O)O)n3C)c2n1,-28%
CN(C)c1ccc(C(CNS(=O)(=O)c2ccc(Cl)cc2)N2CCCC2)cc1 (stereo not given),?
O=C(N1CCCCC1)N1CCN(Cc2nc(C3CC3)no2)CC1,15%
COC(=O)c1ccc(NC(=O)CC2C(=O)N(c3ccccc3)C(=O)N2Cc2ccco2)cc1 (stereo not given),-10%
Cc1ccc(-c2csc(Nc3ccccc3Cl)n2)cc1,10%
CCOC(=O)c1c(C)oc2nc(C)nc(NCC3CCN(Cc4ccc(Cl)cc4)CC3)c12,-12%
Cc1cc(CN(C)C2CCCc3ccccc32)no1 (stereo not given),15%[86.2 µM]
CS(=O)(=O)NC(=O)c1ccc(Cl)cc1F,-9%
O=C(O)C(c1c[nH]c2ccccc12)N1CCN(c2nsc3ccccc23)CC1 (stereo not given),?
COc1ccc(NC(=O)c2ccc3c(c2)NC(=O)CCS3)cn1,-2%
COc1ccc(OC)c(NC(=O)Cn2nc3c(cc2=O)CCCCC3)c1,-17%
O=C(CNC(=O)c1ccccc1F)OCc1cc(=O)n2ccsc2n1,-28%
Cc1ccccc1NC(=O)C1CCCN1S(=O)(=O)c1ccccc1C(F)(F)F (stereo not given),-5%
O=C(OCC(=O)N1CCCc2ccccc21)c1ccccc1NS(=O)(=O)c1ccc(F)cc1,?
COc1ccc2ccc(OCc3nc(C(=O)NCc4csc(N)n4)co3)cc2c1,?
Cc1ccc(F)cc1NC(=O)c1nn(CC(C)C)c(=O)c2ccccc12,2%
O=C1NC2(CN(Cc3cncs3)C2)Oc2ccccc21,-13%[86.2 µM]
CCOC(=O)c1c(C)[nH]c(C)c1S(=O)(=O)N1CCCC(C(=O)N2CCN(c3cccc(Cl)c3)CC2)C1 (stereo not given),-6%
Cn1c(=O)c(=O)n(C)c2cc(N3CCCC3)c(NC(=O)c3ccc(C(C)(C)C)cc3)cc21,2%
Cc1cccc(NC(=O)c2ccc3[nH]c(C)cc(=O)c3c2)c1,10%
COc1ccc(NC(C)=O)cc1NC(=O)CCn1cnc2c1c(=O)n(C)c(=O)n2C,17%
COC(=O)c1ccc(/C=N/OCc2ccc(Cl)c(Cl)c2)cc1,19%
COc1ccc(-c2cc(C)no2)cc1S(=O)(=O)N1CCN(c2ccc(C(C)=O)cc2)CC1,-17%
Cc1ccc(CSc2ncc(Cl)c(C(=O)Nc3nc4ccc(C)cc4s3)n2)cc1,7%
Cn1c2c(c3cc(F)ccc31)CN(C(=O)Nc1ccccc1)CC2,?
CCn1ncc(CN2CCCCCCNC(=O)[C@@H]3CCC[C@@H]32)c1C,?
Cc1ccc(C)c(NC(=O)CN2CCC(C(=O)N3CCCC3)CC2)c1,4%
Cc1cn2nc(C(=O)NCc3ccccc3Cl)cc2c(N2CCSCC2)n1,?
Cc1ccc(-c2ccc3nnc(CNC(=O)CNC(=O)c4ccccc4)n3n2)cc1,32µM*
Cc1nnsc1C(=O)Nc1ccc(S(=O)(=O)N2CCOCC2)cc1,22%
O=C(CN1C(=O)COc2ccc(S(=O)(=O)N3CCCC3)cc21)NCCc1ccc(Cl)cc1,-2%
Clc1cc(NC2CCOC2)n2nccc2n1 (stereo not given),10%[86.2 µM]

# An excerpt taken from the entries so far:
SMILES,KDM5B inh
O=C1NC2(CN(Cc3cncs3)C2)Oc2ccccc21,-13%[86.2 µM]
CCOC(=O)c1c(C)[nH]c(C)c1S(=O)(=O)N1CCCC(C(=O)N2CCN(c3cccc(Cl)c3)CC2)C1 (stereo not given),-6%
Cn1c(=O)c(=O)n(C)c2cc(N3CCCC3)c(NC(=O)c3ccc(C(C)(C)C)cc3)cc21,2%
Cc1cccc(NC(=O)c2ccc3[nH]c(C)cc(=O)c3c2)c1,10%
COc1ccc(NC(C)=O)cc1NC(=O)CCn1cnc2c1c(=O)n(C)c(=O)n2C,17%
COC(=O)c1ccc(/C=N/OCc2ccc(Cl)c(Cl)c2)cc1,19%
COc1ccc(-c2cc(C)no2)cc1S(=O)(=O)N1CCN(c2ccc(C(C)=O)cc2)CC1,-17%
Cc1ccc(CSc2ncc(Cl)c(C(=O)Nc3nc4ccc(C)cc4s3)n2)cc1,7%
Cn1c2c(c3cc(F)ccc31)CN(C(=O)Nc1ccccc1)CC2,?
CCn1ncc(CN2CCCCCCNC(=O)[C@@H]3CCC[C@@H]32)c1C,?
Cc1ccc(C)c(NC(=O)CN2CCC(C(=O)N3CCCC3)CC2)c1,4%
Cc1cn2nc(C(=O)NCc3ccccc3Cl)cc2c(N2CCSCC2)n1,?
Cc1ccc(-c2ccc3nnc(CNC(=O)CNC(=O)c4ccccc4)n3n2)cc1,32µM*
Cc1nnsc1C(=O)Nc1ccc(S(=O)(=O)N2CCOCC2)cc1,22%
O=C(CN1C(=O)COc2ccc(S(=O)(=O)N3CCCC3)cc21)NCCc1ccc(Cl)cc1,-2%
Clc1cc(NC2CCOC2)n2nccc2n1 (stereo not given),10%[86.2 µM]

# (cont.)
SMILES,KDM5B inh
c1ccc2c(CSc3ncnc4nc[nH]c34)cccc2c1,7%
CNC(=O)C1CCCN(S(=O)(=O)c2ccccc2)CCC(=O)NCC1 (stereo not given),-20%
COCCNC(=O)[C@@H]1CCC[C@@H](NCc2cccnc2)CN(C)C(=O)C1,-3%[86.2 µM]
COC(=O)COc1ccc2c(=O)c(Oc3ccccc3)c(C(F)(F)F)oc2c1,-2%
CC(C)CCc1noc(CN2CCCN(C(=O)c3ccco3)CC2)n1,-31%
Cc1cc(=O)oc2cc(OCC(=O)NC(C)C34CC5CC(CC(C5)C3)C4)ccc12 (stereo not given),?
COc1ccc(CCN2CC(C(=O)NCc3nc(C)c(C)s3)CCC2=O)cc1 (stereo not given),11%
COC(=O)c1c(C)sc(-c2c(-c3ccc4c(c3)OCCO4)[nH]c3[nH]c(=O)[nH]c(=O)c23)c1O,?
Cc1ccc(-c2nnc(C(C)Sc3nnc4ccccn34)o2)cc1 (stereo not given),9%
Cc1ccc(C(=O)Nc2cc(-c3nc4ccccc4s3)ccc2C)cc1,-29%
COc1ccc(N2C(=O)C(CC(=O)Nc3ccc(Cl)cc3)N(NC(=O)c3cccc(F)c3)C2=S)cc1 (stereo not given),24%
CC(=O)N1CCC2(CC1)Oc1ccc(Br)cc1C1CC(c3ccc(Cl)cc3)=NN12 (stereo not given),?
O=Cc1ccc(OCC2CC2)c2ccccc12,-17%
CC(NC1CCC2(CCNCC2)CC1)c1nc(-c2ccccn2)no1 (stereo not given),?
Cc1cc(C)c(Cn2c(=O)n(CCCCCC(=O)NCc3ccc4c(c3)OCO4)c(=O)c3sccc32)c(C)c1,-12%
CC(C)CC(NC(N)=O)C(=O)N1CCN(S(=O)(=O)c2ccc(C(C)C)cc2)CC1 (stereo not given),2%
Cc1cccc(N2CCN(C(=O)COCc3cc(-c4ccc(F)cc4)on3)CC2)c1C,?
CCOc1ccc(NC(=O)CCc2c(C)nc3c(c(C)nn3-c3ccccc3)c2C)cc1,-14%
COc1ccc(NC(=O)c2cc3c(=O)n(Cc4cccs4)ccc3nc2C)c(OC)c1,?
COc1cccc(-c2nc(CN(C)CC(=O)Nc3ccc(Br)cc3C)cs2)c1,-15%
CC(C)(C)C(=O)Nc1ccc(-c2csc(NCc3ccco3)n2)cc1,?
Cc1noc2c(NC(C)C)cc(-c3cccnc3)nc12,-5%[115 µM]
CC(C)Cc1cc(-c2nn3c(-c4cccs4)nnc3s2)n(C)n1,10%
CCCCN(CC)CCNC(=O)Cn1c(C)c(C(=O)OCC)c(C)c1-c1ccccc1,5%
COC(=O)Cc1c(C)nc2nc(NCc3cc(F)cc(F)c3)[nH]n2c1=O,62%[activator]
Cc1nc2nc(NC(=O)c3ccc(C(C)(C)C)cc3)[nH]n2c(=O)c1Cl,0%
COCCCC(=O)Nc1nc(-c2c(C)[nH]c3ccccc23)cs1,-8%
Cc1nn2c(=O)cc(COC(=O)c3ccc(C(C)(C)C)cc3)nc2s1,2%
O=C(NCc1ccc(N2CCOCC2)cc1)c1cc2c(s1)CN(C1CC1)C2,11µM*
Cc1ccccc1-c1cnc2[nH]cc(CC(=O)NCCN(C)C)c2c1,35µM*
CCN(CC)CCOC(=O)c1ccc([N+](=O)[O-])cc1,11%
CC(c1nnc(-c2cccs2)o1)N(C)Cc1cccc(F)c1 (stereo not given),-21%
COc1ccc(C(C)=O)cc1CSc1nc(NCCc2ccccc2)c2ccccc2n1,10%
CCS(=O)(=O)N1CCCC(Cc2ncc(C)n2Cc2ccc(F)cc2)C1 (stereo not given),-2%
CCOc1ccc(NC(=O)Cn2nc(SC)c(S(=O)(=O)c3ccccc3)c2N)cc1,-20%
O=C(CCc1ncc(-c2ccc(Cl)cc2)o1)N1CCCC(O)C1 (stereo not given),19%
CC(C)c1ccc(/C=N/NC(=O)c2ccccc2)cc1,-4%
Cc1cnc(C(=O)NCC(=O)N2CCCCCCNC(=O)CC2c2ccccc2)cn1 (stereo not given),0%
COC(=O)c1nc(NC(=O)c2ccc(Br)cc2)n[nH]1,-13%
O=C(OCC(=O)N1CCOCC1)c1cc2ccccc2[nH]1,-16%
COc1ccc(Nc2nc(N3CCN(C(=O)c4ccco4)CC3)nc3c2cnn3C)cc1,1%
Cc1cc(C)c(CNC(=O)c2nc(-c3cccc(F)c3)cc3c2ccn3C)c(=O)[nH]1,i
CCOC(=O)c1ccccc1NC(=O)CSc1cc(C)[nH]c(=O)n1,-24%
CCC1CN(C(=O)N2CCC(C(=O)NCc3cccs3)CC2)c2ccccc2O1 (stereo not given),-12%
O=C(Cc1ccccc1Cl)N1CCC[C@H]1c1nc(-c2ccccc2)no1,-10%
COC(=O)c1sccc1S(=O)(=O)N(CC(=O)NCc1ccc(C)cc1)c1ccc(Cl)cc1,-28%
Cc1ccc(CS(=O)(=O)Cc2ccc(C(=O)NCCc3ccc(Cl)cc3)o2)cc1,4%
Cc1[nH]c(=O)[nH]c(=O)c1C1N2CC3(C(C)C)CN1CC(C(C)C)(C2)C3=O (stereo not given),-8%
CCN1C(=O)C2(CCN(S(=O)(=O)c3ccc(C)c(Cl)c3)CC2)c2ccccc21,12%
COCCN1CC(CO)C2(CCN(C(=O)CN3CCOCC3)CC2)C1 (stereo not given),-16%
COc1ccc(OC)c(S(=O)(=O)N2C[C@@H](Oc3ccccc3)C[C@H]2C(=O)NC2CC2)c1,14%
Cc1ccc(-n2nc(C(=O)Nc3ccc(Br)cc3C)c(=O)n(C)c2=O)cc1,-14%
COc1ccc(CCNC(=O)CSc2nnc3ccc(-c4cccnc4)nn23)cc1OC,-11%
CCc1cn(C[C@H](NC(=O)Cc2ccccc2)C(=O)O)c(=O)[nH]c1=O,-8%[86.2 µM]
c1ccc(COc2ccccc2CNCC2CCNCC2)cc1,12%
COc1cc2c(cc1OC)CN(C(=O)CCOc1ccccc1)CC2,-11%
O=C1N(Cc2ccc(F)cc2)C[C@H]2CN(CC3CC3)CCN12,-4%[86.2 µM]
Cc1cccc(C(=O)NCCc2nc3ccccc3n2Cc2ccc(Cl)cc2)c1,-23%
COC(=O)c1ccc(Cn2nnc3sc4c(c3c2=O)CCCC4)cc1,-2%
COc1ccc(S(=O)(=O)N(CC(=O)Nc2ccc(C)cc2)c2ccc(C)cc2)cc1OC,?
